# Bioassay records (PubChem)
# PfG6PD inh: PfG6PD (Plasmodium falciparum) enzyme inhibition; hit rate 0.78% among 350,000; AID 504690; inhibition, % at 20 µM; PfGluPho enzyme, NADPH resazurin-diaphorase fluorescence;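 active = inhibition reaching at least a set limit at 20 µM in the primary screen, cut at about 59% in these data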;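 also: 0% = DMSO wells with substrate and 100% = DMSO wells lacking glucose-6-phosphate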
# ATG4B inh: ATG4B (human) cysteine protease inhibition; AID 504462; Q9Y4P1; hit rate 0.51% among 340,000; ATG4B cleavage of LC3-PLA2, NBD-HPC fluorescence, 1 h; inhibition, % at 8.33 µM; in the data active = inhibition above about 40%
# MPTP inh: permeability transition pore inhibition; hit rate 1.4% among 360,000; isolated mouse mitochondria, Ca2+ swelling absorbance, 30 min; inhibition, % at 10 µM;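 active = inhibition of 50% or more, scaled per plate between neutral and stimulator controls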;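 also: 0% = DMSO wells given calcium and 100% = 1 mM EGTA wells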
# hIAP act: human IAP activation; hit rate 0.16% among 330,000; purified human IAP, CDP-Star luminescence, 30 min; stronger effect = higher value; 1 = vehicle-only enzyme, 0 = enzyme-free background; activation factor at 10 µM; P09923; AID 2524;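 active = activation factor of the enzyme at least 2-fold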; also: the source names both 10 and 20 µM as test concentration; values of inactives mirror those of a sister screen read the other way
# Target sequence (P09923 whole entry, looked up): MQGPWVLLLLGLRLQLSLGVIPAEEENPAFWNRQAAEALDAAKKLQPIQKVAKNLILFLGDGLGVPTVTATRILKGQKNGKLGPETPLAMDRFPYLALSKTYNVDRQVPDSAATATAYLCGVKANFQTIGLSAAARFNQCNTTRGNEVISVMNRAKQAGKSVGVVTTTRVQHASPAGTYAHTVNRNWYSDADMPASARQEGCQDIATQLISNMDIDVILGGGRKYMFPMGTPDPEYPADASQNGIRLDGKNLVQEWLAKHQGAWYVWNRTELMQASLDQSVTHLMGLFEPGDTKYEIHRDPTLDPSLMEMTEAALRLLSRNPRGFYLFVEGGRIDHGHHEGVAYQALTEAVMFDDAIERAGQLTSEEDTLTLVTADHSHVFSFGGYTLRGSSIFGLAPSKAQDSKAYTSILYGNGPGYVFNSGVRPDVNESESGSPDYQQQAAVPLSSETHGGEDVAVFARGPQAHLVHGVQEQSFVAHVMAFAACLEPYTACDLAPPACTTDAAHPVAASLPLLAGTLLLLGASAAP
# SENP8 inh: SENP8 (human) protease inhibition | recombinant SENP8, Nedd8 substrate fluorescence | inhibition, % at 20 µM | hit rate 0.64% among 360,000 | AID 602440; in the data active = inhibition mostly above about 40%, no sharp cut-off; inactive = mostly below about 27%
# Target sequence (Q96LD8 whole entry, looked up): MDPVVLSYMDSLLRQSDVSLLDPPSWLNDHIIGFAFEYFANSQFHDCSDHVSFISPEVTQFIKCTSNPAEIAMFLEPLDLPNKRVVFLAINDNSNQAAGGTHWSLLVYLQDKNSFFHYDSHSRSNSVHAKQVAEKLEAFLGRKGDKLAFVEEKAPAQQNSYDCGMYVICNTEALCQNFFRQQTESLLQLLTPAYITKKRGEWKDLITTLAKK
# NR3A LBD binder: modulates the human NR3A ligand-binding domain | hit rate 2.5% among 340,000 | NR3A LBD differential scanning fluorimetry, Tm shift; 0% = protein alone, 100% = glycine-bound protein | Tm shift relative to glycine control, % at 25 µM | AID 1259313;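 active = melting temperature shift of at least 10% of the positive control shift, at one fixed dose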
# SENP6 inh: SENP6 protease inhibition; Q9GZR1; Recombinant SENP6 catalytic domain, aminoluciferin luminescence; inhibition, % at 10 µM; hit rate 1.8% among 330,000; AID 2599;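 active = inhibition above about 50% at the single tested dose, limit read from the data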;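 also: plate controls were DMSO wells with enzyme for no effect and DMSO wells lacking enzyme for full effect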
# SENP1 inh: SENP1 (human) catalytic domain inhibition. Q9P0U3. recombinant SENP1 catalytic domain, CyPet-SUMO1-YPet FRET cleavage. inhibition, % at 10 µM. hit rate 0.21% among 360,000;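 active = inhibition at least 30% at 10 µM, raw YFP signal under a set limit, fluorescence ratio 0.5 to 1.5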;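 also: 0% = enzyme with DMSO and 100% = no enzyme wells; some results filed as inactive read as strong as hits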
# Target sequence (Q9P0U3 419-644 limits assumed): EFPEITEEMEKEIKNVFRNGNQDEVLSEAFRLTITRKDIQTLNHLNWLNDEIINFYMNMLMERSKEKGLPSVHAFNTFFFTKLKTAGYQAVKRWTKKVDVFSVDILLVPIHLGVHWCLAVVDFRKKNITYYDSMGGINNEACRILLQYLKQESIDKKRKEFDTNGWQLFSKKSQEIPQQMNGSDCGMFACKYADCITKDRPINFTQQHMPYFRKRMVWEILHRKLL
#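 Assay system: hSENP1 catalytic domain, recombinant. Amount: SENP1 enzyme, 20 pM final. Schedule: 50 min reaction, RT, dark. Technique: FRET, CFP and YFP emission. Control set: no-enzyme wells low, DMSO-plus-enzyme wells high control.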
# Numbers without * were called inactive; x = no result given.
canonical_smiles	PfG6PD inh	ATG4B inh	MPTP inh	hIAP act	SENP8 inh	NR3A LBD binder	SENP6 inh	SENP1 inh
Cc1ccc(S(=O)(=O)N(C)CC(=O)Nc2ccc3c(c2)OCO3)cc1	8	-1	0.5	0.96	-1	0	-33	-1
O=C(CSc1n[nH]c(-c2ccccc2Br)n1)NCCN1C(=O)CSC1=O	8	-2	0.3	1.1	21	-4	-17	1
COc1ccc(-c2nn(-c3ccccc3)cc2/C=N/NC(=S)NC(C)C)cc1OC	28	15	1.6	0.99	-69	1	-7	1
N#Cc1cc2c(nc1SCC(N)=O)CCCCC2	-1	-3	-1.2	1.1	10	-1	-19	-5
CCOC(=O)c1nn(-c2ccc(C)cc2)c(=O)cc1OCC(=O)Nc1cc(C)ccc1OC	-1	8	4.0	1	-73	5	-13	0
C=CCONC(=O)Cc1ccccc1	0	5	-0.3	x	12	-1	x	1
O=C(NC1CCCC1)C(c1ccccc1)N(Cc1ccc2c(c1)OCO2)C(=O)Cc1cccs1 (configuration not stated)	1	-9	6.0	0.9	10	0	-12	0
CC1CCC(NC(=O)c2ccc(-n3cncn3)c([N+](=O)[O-])c2)CC1 (configuration not stated)	3	-2	-1.3	0.96	3	7	-7	-3
CN1CCCCCC1C(=O)N1CCC(N2CCC(C(=O)N3CCOCC3)CC2)CC1 (configuration not stated)	3	11	1.8	1	4	1	-10	1
COc1ccc(NS(=O)(=O)c2ccc(N3CCOCC3)c(NC(=O)c3ccc(OC)cc3)c2)cc1	-3	-20	1.9	1.4	9	-4	14	1
COCc1cccc(NC(=O)Cc2cccc3ccccc23)c1	-4	-9	-0.6	1.3	1	1	-4	3
COc1cccc(-c2csc(N3CCN(CC(=O)NNC(=O)c4ccco4)CC3)n2)c1	0	0	-1.1	1.6	-5	0	-12	-7
O=C(Nc1ccc2c(c1)OCCO2)N1CCOCC1	5	0	-1.2	0.94	20	1	-5	1
CCNc1nc(Oc2ccc(C(=O)OC)cc2)nc(N2CCOCC2)n1	-16	0	0.6	1	13	-1	5	1
CCOc1ccc(/C=N/NC(=O)CC(=O)Nc2ccc(Cl)c(Cl)c2)cc1	-2	-9	6.0	0.91	18	20*	9	1
Cc1ccc(C(C(=O)NC(C)(C)C)N(C(=O)c2csnn2)C2CC2)cc1 (configuration not stated)	-9	-3	0.0	0.91	17	1	-10	2
CCOC(=O)C1=C(CSc2nc3ccccc3s2)NC(=O)NC1c1cc(C)ccc1C (configuration not stated)	1	8	3.6	0.82	6	-3	-2	0
C=CCOC(=O)/C(=C/c1cccc2ccccc12)NC(=O)c1ccccc1	11	-9	1.2	0.97	-1	10	4	-2
CC(C)Cc1ccc(C(C)C(N)=Nc2ccc(O)cc2)cc1 (configuration not stated)	-11	-2	0.2	1.1	18	-1	-13	3
CCC(C)c1ccc(NC(=O)NCCN2CCCCC2)cc1 (configuration not stated)	-2	4	2.1	0.84	10	0	-13	2
O=C(Nc1cccc(Cl)c1N1CCOCC1)c1ccco1	-16	14	0.9	0.93	18	-3	-2	1
OCCCNc1cc(-c2ccccc2)nc2cc(-c3ccc(F)cc3)nn12	-1	-3	1.2	0.89	-434	-4	-5	-106
CCN(Cc1ccccc1)C(=O)C1CCN(Cc2ccc(SC)cc2)CC1	-13	6	1.9	0.97	10	-8	-8	1
Cc1cccc(OCCCCc2c(C)n[nH]c2C)c1C	-5	8	54*	1.3	10	2	-17	10
C#CCOCCOCCOCCNc1nc(N2CCN(C(=O)CCCCCCCCCCNC(=O)Cn3cc(CCCCCN)nn3)CC2)nc(N2CCN(C(=O)CCCCCCCCCCNC(=O)[C@@H]([C@H](C)O)n3cc(C)nn3)CC2)n1	42	-21	-5.3	0.98	3	8	-15	-1
O=C(NCc1ccccc1C(F)(F)F)C1CCC(=O)N(CCCc2ccccc2)C1 (configuration not stated)	-1	-2	0.3	1.3	4	-4	-12	0
N#CN=C(c1ccccc1)c1ccccc1	2	-3	-0.7	1	10	-5	22	0
Cc1ccc(CCNC(=O)C2CCC(=O)N2Cc2ccc(F)cc2)cc1 (configuration not stated)	-2	-6	0.3	0.92	4	-2	-7	2
O=S(=O)(N/N=C/c1ccc2c(c1)OCCO2)c1ccc(Cl)cc1	-18	-2	0.1	1.1	17	-2	-12	0
CCOC(=O)C1CCN(C(=O)Nc2ccc(NC(=O)C3CCN(C(=O)OCC)CC3)cc2)CC1	-5	-1	0.2	1.1	8	-1	2	1

# Continued:
canonical_smiles	PfG6PD inh	ATG4B inh	MPTP inh	hIAP act	SENP8 inh	NR3A LBD binder	SENP6 inh	SENP1 inh
CN(C)CCN(C(=O)c1ccc2c(c1)OCCO2)c1nc2ccc(Cl)cc2s1	9	-10	-0.9	0.89	27	1	0	1
O=C(COc1ccc(S(=O)(=O)N2CCOCC2)cc1Cl)NCCCn1ccnc1	2	-1	-0.2	1	12	-2	-7	0
CCOc1ccc(C2CC(c3cccc(Cl)c3)n3nc(N)nc3N2)cc1 (configuration not stated)	7	2	6.1	0.83	-413	2	-11	-24
COc1cc(OC)c(NS(=O)(=O)c2ccc(Cl)c(C(=O)OC(C)C(=O)N3CCCC3)c2)cc1Cl (configuration not stated)	-36	-6	4.9	0.92	8	1	-15	1
CC(NC(=O)Cc1c(F)cccc1Cl)C1CCCO1 (configuration not stated)	-4	-3	-1.2	1	1	-3	6	2
CC(C)(C)OC(=O)N1CCC(C(=O)Nc2ccc3c(c2)CCC3)CC1	-5	-19	0.6	0.98	-3	0	-12	2
COc1ccc(S(=O)(=O)N(C)c2ccc(C(=O)NCc3ccccn3)cc2)cc1OC	-8	-4	1.2	0.75	4	1	12	1
COc1ccc(NCc2ccc([N+](=O)[O-])s2)c(OC)c1	40	-4	0.6	x	57*	-4	x	3
Cc1ccc(NC(=O)CN(C)C(=O)Cn2ncc(Cl)c(Cl)c2=O)cc1	-2	-9	0.3	x	4	1	x	1
C[n+]1ccc(/C=C/c2cccs2)cc1	0	-9	1.4	0.94	-35	0	3	-39
CC(=O)c1cccc(CN2CCC(n3nccc3NC(=O)c3ccc4c(c3)OCO4)CC2)c1	10	-5	-0.7	1.1	6	10	4	3
CCCOc1ccc(-c2cc(C(=O)NCC3CCCO3)c3ccccc3n2)cc1 (configuration not stated)	9	14	6.1	1.1	-421	-3	-3	-1
O=C(CC1SC(N2CCOCC2)=NC1=O)Nc1ccccc1F (configuration not stated)	-4	-2	-3.1	0.92	10	-1	-13	1
Cc1onc(-c2c(F)cccc2Cl)c1C(=O)Nc1nccs1	-10	9	-2.2	1.2	5	3	3	0
COc1ccccc1N1CCN(C(=O)C2CCN(C(=O)c3ccccc3Cl)CC2)CC1	20	-6	-2.2	1.3	1	-1	-12	1
CSCC(C)N1CCC(CO)(CCc2ccccc2)CC1 (configuration not stated)	-20	6	0.6	1.2	2	-2	0	-2
CCOC(=O)N1CCN(C(=O)C(NS(=O)(=O)c2cccc3nsnc23)c2ccccc2)CC1 (configuration not stated)	-3	-10	-0.5	0.89	8	-1	-5	2
COc1ccc(Cl)cc1NC(=O)Nc1cccc([N+](=O)[O-])c1C	27	78*	45	1.1	11	8	12	-1
COc1ccc(OC)c2c(N3CCN(C)CC3)cc(C(F)(F)F)nc12	1	-2	-1.1	0.96	-429	-2	-5	-12
COc1ccc(CNC(=O)COc2cc(O)c3c(c2)OC(C)(C)CC3=O)c(OC)c1	-5	-8	0.6	0.91	0	1	-3	3
COc1ccc(/C=C/C(=O)OCC(=O)N(C)c2c(N)n(Cc3ccccc3)c(=O)[nH]c2=O)cc1OC	-4	-7	0.3	1	-215	0	10	-1
CCOc1ccc(NC(=S)N2CCC(C(N)=O)CC2)cc1	-7	-3	-0.9	0.98	6	-10	-10	2
COc1ccc(-n2c(C)nn(C)c2=O)cc1	-10	-4	0.3	1.1	4	-2	-5	3
Cc1ccc(S(=O)(=O)CCC(=O)Nc2ccccc2Cl)cc1	-14	0	-1.6	0.92	18	5	3	1
CCCC(=O)Nc1cccc(Oc2ccc3c(c2)C(=O)NC3=O)c1	21	-1	-0.6	1.1	16	-2	-8	0
Cc1ccc(S(=O)(=O)N(C)c2ccc(C(=O)N3CCN(Cc4ccc5c(c4)OCO5)CC3)cc2)cc1	-7	21	0.4	0.94	3	-3	-1	2
Cc1ccccc1C(=O)NCC(=O)OCC(=O)NNC(=O)c1ccccc1F	2	x	-1.1	x	14	x	x	0
CCC(=O)Nc1cc(C(C)(C)C)ccc1C(C)=O	-17	1	0.1	1.1	6	-4	-11	2
COc1ccc(N/C(N)=N/c2nc(C)cc(C)n2)c(OC)c1	0	3	0.2	1.1	2	0	-5	2
Cc1nc2cc(NC(=O)Nc3ccc(N4CCOCC4)cc3)ccc2n1C	15	-7	0.6	1.2	8	1	-24	1

# Arranged by the number under MPTP inh (smallest number first): 3 of the compounds above
canonical_smiles	PfG6PD inh	ATG4B inh	MPTP inh	hIAP act	SENP8 inh	NR3A LBD binder	SENP6 inh	SENP1 inh
CN(C)CCN(C(=O)c1ccc2c(c1)OCCO2)c1nc2ccc(Cl)cc2s1	9	-10	-0.9	0.89	27	1	0	1
O=S(=O)(N/N=C/c1ccc2c(c1)OCCO2)c1ccc(Cl)cc1	-18	-2	0.1	1.1	17	-2	-12	0
O=C(NC1CCCC1)C(c1ccccc1)N(Cc1ccc2c(c1)OCO2)C(=O)Cc1cccs1 (configuration not stated)	1	-9	6.0	0.9	10	0	-12	0

# (more compounds)
canonical_smiles	PfG6PD inh	ATG4B inh	MPTP inh	hIAP act	SENP8 inh	NR3A LBD binder	SENP6 inh	SENP1 inh
Cc1ccc(S(=O)(=O)N/N=C/c2ccccc2F)cc1[N+](=O)[O-]	11	2	-0.5	0.93	-7	-4	3	0
CCOc1ccccc1CNC(c1ccccc1)c1ccccc1	9	2	0.4	1.1	11	8	1	-1
O=C(N=Nc1c(O)[nH]c2ccc(F)cc12)c1ccc(NS(=O)(=O)c2cccs2)cc1	1	1	-0.6	0.95	20	0	-14	3
Oc1c(C(Nc2cccc(C(F)(F)F)c2)c2cccnc2)ccc2cccnc12 (configuration not stated)	31	17	0.0	1.2	14	-9	-12	0
CC(NC(=O)CN1C(=O)NC2(CCCCCC2)C1=O)c1ccccc1 (configuration not stated)	-1	-9	-0.1	1	10	-1	-4	0
CCN(CC(=O)Nc1cc(Cl)ccc1C)C(=O)COc1ccccc1F	3	9	-0.6	0.79	4	-1	-13	2
Cc1ccc(N=Nc2c(N)[nH]n3c(=O)cc(-c4ccccc4)nc23)cc1	-5	3	5.5	1.5	74*	-1	1	3
COc1c(OC(C)=O)c(=O)n2c3ccccc3c3ccnc1c32	-7	0	0.5	1	-198	0	8	69*
CC(C)CC(=O)N1CCN(C(=O)c2ccc(F)cc2)CC1	-5	3	-0.7	1.1	6	0	0	2
N#CCC(=O)N/N=C\c1cc(Br)ccc1OC/C=C/c1ccccc1	12	-15	-2.5	1.3	1	1	-7	0
COc1ccc(OC)c(C2=NS(=O)(=O)N(C)C(C(=O)Nc3ccc(F)cc3F)=C2)c1	4	-11	-0.9	0.83	27	-2	-6	12
Cc1ccc(CCNC(=O)C2CCN(S(=O)(=O)c3cccc4nonc34)CC2)cc1	-33	-5	1.6	0.82	7	-2	-4	15
CC(NC(=O)c1cn(C)c2ccc(S(=O)(=O)N3CCCC3)cc2c1=O)c1ccccc1 (configuration not stated)	-1	1	-1.7	1.4	0	6	16	5
Cc1ccc(C2C(C(=O)c3sc(-c4ccccc4)nc3C)=C(O)C(=O)N2CCN(C)C)o1 (configuration not stated)	-19	-9	-2.7	x	-24	-2	x	-4
Cn1c(SCC(=O)NC2CCCC2)nnc1-c1ccc(S(=O)(=O)N2CCOCC2)cc1	14	-7	1.1	0.94	15	0	11	2
O=c1[nH]c2ccccc2c2nc(-c3cccc(S(=O)(=O)N4CCCC4)c3)nn12	11	7	1.6	1	-25	0	-1	0
CCc1noc(C)c1C(=O)Nc1nc2ccc(F)cc2s1	8	1	-0.2	1.1	-34	-1	81*	-7
O=C(CN1C(=O)C2CCCCC2C1=O)Nc1cc([N+](=O)[O-])ccc1F (configuration not stated)	0	3	-1.5	0.98	14	1	-20	2
CCOc1ccc(Cl)cc1CNc1nnnn1CC	7	7	-2.4	1.1	11	-3	-6	2
